# RmlCD inh mix: RmlC and RmlD coupled enzyme inhibitors, primary screen, biochemical, 384-well, compound mixtures, retest; RmlC/RmlD coupled enzyme inhibition, 384-well mixture HTS; inhibition, % at 5.5 µM; actives 0.39% (n = 110,000); AID 1532, 2009; in the data active = inhibition above about 30%, passing the limit was not always enough; note: strong numbers were not always called active
# RT RNaseH block: HIV-1 RT RNase H inhibitors, primary screen, biochemical, fluorescence; Gag-Pol polyprotein (Human immunodeficiency virus type 1 group M subtype B (isolate …; RT-RNase H RNA/DNA duplex cleavage; inhibition, % at 10 µM; actives 1.9% (n = 65,000); AID 565, 2006; in the data active = inhibition above about 50%
# Numbers without * were called inactive; · = no result given. Some of the compounds tested; count on the stated rates, not on these rows.
SMILES,RmlCD inh mix,RT RNaseH block
COc1ccc(CNC(=O)C(=O)NCC2OCCN2S(=O)(=O)c2ccc3c(c2)OCCO3)cc1 (stereo unspecified),-9,·
CC(C)C(=O)N1CCN(c2c(Cl)cccc2[N+](=O)[O-])CC1,-15,·
Cc1ccc(NC(=O)C(C)Sc2nnc(-c3cccnc3)o2)cc1 (stereo unspecified),-21,-2
CC(C)(C)NCC(O)c1ccc(O)c(CO)c1 (stereo unspecified),-14,·
CCOC(=O)C(C(=O)NCc1ccc(C)cc1)c1ncc(C(F)(F)F)cc1Cl (stereo unspecified),0,·
CN1CCN(c2nc(Nc3cccc(C(F)(F)F)c3)nc(N3CCOCC3)n2)CC1,7,-16
CCOC(=O)CSc1nnc(CNC(=O)c2cccs2)n1Cc1ccccc1,-9,-63
COc1cc2c(C#N)c(N3CCN(c4ccccc4OC)CC3)nc(N)c2c(N)n1,15,-37
CCOC(=O)c1sc2ncnc(N3CCN(C(=O)OCC)CC3)c2c1C,-4,-12
Cc1nn(Cc2ccccc2Cl)c(C)c1NC(=O)NC12CC3CC(CC(C3)C1)C2,2,·
CCOC(=O)c1sc(NC(=O)c2ccc(S(=O)(=O)N(C)C)cc2)nc1C,-13,·
O=C(NCCCCNC(=O)c1c(F)c(F)c(F)c(F)c1F)c1c(F)c(F)c(F)c(F)c1F,-15,5
COc1ccc(-c2nn3c(COc4ccccc4)nnc3s2)cc1OC,-5,68*
CC1CN=C(Nc2ccccc2)S1 (stereo unspecified),7,5
Cc1csc(SCC(=O)c2c(N)n(CC(C)C)c(=O)n(C)c2=O)n1,9,·
COc1ccc(OCC(O)CN2C(=O)c3ccccc3S2(=O)=O)cc1 (stereo unspecified),-8,-15
COc1ccc(C(=O)NCC(=O)N2CCC(C)CC2)cc1OC,-8,·
CCCC(=O)Nc1cc(OC)c(NC(=O)NC2CCCCC2)cc1OC,-8,53*
Cc1csc(-c2coc3cc(O)cc(C)c3c2=O)n1,9,-20
Cc1ccc2nc(-c3cccnc3)oc2c1,0,-14
CC(=O)N1c2ccccc2NC(=O)C1(C)C,45,·
Cc1ccc(NC(=O)N(CCCN2CCOCC2)Cc2cccnc2)cc1C,5,·
CCCCN(C(=O)Cn1nnc2ccccc21)C(C(=O)NCc1ccco1)c1ccncc1 (stereo unspecified),6,-6
COC(=O)C1=C(c2cc3ccccc3o2)C[C@@H]2CC[C@H]1N2C(=O)N1CCOCC1,4,·
Cc1cc(C(=O)Nc2ccccc2N2CCOCC2)c2ccccc2n1,-6,·
CC1CCC2(CC1)NC(=O)N(CC(=O)NC(=O)NC1CCCC1)C2=O (stereo unspecified),-5,10
CCOC(=O)c1cnc(SCC(=O)c2ccccc2)nc1N,-10,-8
O=C(O)CN1C(=O)C2(OCCCO2)c2ccccc21,11,5
CN(CC(=O)Nc1ccncc1)S(=O)(=O)c1ccc(Cl)cc1,8,-10
CCOC(=O)N=S(=O)(Oc1ccc([N+](=O)[O-])cc1)c1ccccc1 (stereo unspecified),2,·
N#Cc1ccccc1Sc1ccccc1C(=O)N1CCOCC1,-12,-2
Cc1ccc(SC(C)C(=O)Nc2cccc(N(C)S(C)(=O)=O)c2)cc1 (stereo unspecified),2,·
CCOc1cccc(/C(O)=C2/C(=O)C(=O)N(Cc3ccco3)C2c2ccncc2)c1 (stereo unspecified),7,-2
CN1C(=O)c2cccc3c(S(=O)(=O)Nc4ccccn4)ccc1c23,-9,1
Nc1ccc(CCc2nc3ccccc3o2)cc1,9,-52
CCOc1ccc2[nH]c(=O)c(=O)[nH]c2c1,-11,1
O=C(Cc1ccccc1)OCCNC(=O)c1cccnc1,9,·
O=C1NC2(C=Cc3c(ccc4ccccc34)O2)Oc2ccccc21 (stereo unspecified),-9,·
Cc1cc(C)c(S(=O)(=O)N2CCN(c3ccc([N+](=O)[O-])c(NCc4ccco4)c3)CC2)c(C)c1,1,·
CCOc1ccc(-c2c(=O)n(OCc3ccccn3)c3ccccc3[n+]2[O-])cc1,-11,·
O=C(COc1ccc(S(=O)(=O)NCc2ccccc2)cc1Cl)NCC1CCCO1 (stereo unspecified),5,·
CCOc1cc(C(=O)OCC(=O)c2c[nH]c3ccccc23)ccc1OCC(=O)N1CCOCC1,-17,·
CC1=CC(=O)NP(=O)(Oc2ccc3ccccc3c2)N1 (stereo unspecified),-10,47
O=C(c1cccnc1)N1CCc2ccccc2C1,7,-8
O=C(NC1CCCCC1)C1CCCN1S(=O)(=O)c1cccc2nsnc12 (stereo unspecified),5,-1
CCCCOc1ccc(-c2ncc(Cl)cn2)cc1,0,11
O=c1cc(-c2ccccc2)nc(SCc2ccc(Cl)cc2)[nH]1,-12,·
Cc1ccc2[nH]c3c(c2c1)CN(C(=O)CN1CC(C)OC(C)C1)CC3 (stereo unspecified),10,-5
NS(=O)(=O)c1ccc(NS(=O)(=O)c2cccs2)cc1,-9,-28
O=C(c1ccc(Cn2cc(Br)cn2)cc1)N1CCN(c2ccccc2)CC1,-10,-13

# (continued)
SMILES,RmlCD inh mix,RT RNaseH block
N#CCCCSc1nnc(-c2ccccn2)o1,2,2
Cc1ccc(S(=O)(=O)N=S(CC2CC2(Cl)Cl)CC2CC2(Cl)Cl)cc1 (stereo unspecified),3,·
COc1cccc(-n2c(=O)[nH]cc(C(=O)Nc3ccc4c(c3)OCCO4)c2=O)c1,-7,-8
Cc1cccc(NC(=O)c2cc(NC(=O)c3ccccc3)ccc2N2CCCCC2)c1,2,·
CCOC(=O)C1CCN(S(=O)(=O)c2cccc(-c3cn4cc(Cl)ccc4n3)c2)CC1,10,·
CC(O)CNCc1ccc(-c2ccccc2)cc1 (stereo unspecified),-8,·
COc1cc2cc(CN(CCCO)S(=O)(=O)c3ccccc3Cl)c(=O)[nH]c2cc1OC,12,-16
O=C(COC(=O)c1cccnc1)c1ccc(Cl)cc1,-12,-6
FC(F)(F)c1cccc(N2CCN(c3ccc4nnc(-c5ccccc5)n4n3)CC2)c1,-9,8
CCC(C)NC(=O)C1CCN(S(=O)(=O)c2cccc3cccnc23)CC1 (stereo unspecified),-5,-11

# Three records drawn at random from the list so far:
SMILES,RmlCD inh mix,RT RNaseH block
Cc1cccc(NC(=O)c2cc(NC(=O)c3ccccc3)ccc2N2CCCCC2)c1,2,·
CC(O)CNCc1ccc(-c2ccccc2)cc1 (stereo unspecified),-8,·
FC(F)(F)c1cccc(N2CCN(c3ccc4nnc(-c5ccccc5)n4n3)CC2)c1,-9,8

# (list continues)
SMILES,RmlCD inh mix,RT RNaseH block
CC(C)c1cc(C(=O)Nc2cccc(C(F)(F)F)c2)no1,-130,·
CCOC(=O)N1CCN(S(=O)(=O)c2ccc3[nH]cc(C(=O)O)c(=O)c3c2)CC1,-36,7
c1coc(-c2nc3ccccc3nc2-c2ccco2)c1,-10,67*
O=C(Cn1cnc2c(nnn2Cc2ccccc2)c1=O)NCC1CCCO1 (stereo unspecified),-16,-1
CCN1C(=O)NC2=C(C(=O)c3ccccc32)C1c1ccccc1F (stereo unspecified),-10,·
O=C(NC1CCCCCCC1)c1ccccc1O,2,1
CCOc1ccc(CC2CC(=O)NC2=O)cc1 (stereo unspecified),6,-14
COc1ccc(C(=O)NCC(=O)OC2CCCCC2=O)cc1 (stereo unspecified),14,-1
COC(=O)CN(Cc1ccccc1)S(=O)(=O)c1ccc(OC)c(OC)c1,5,-1
COc1ccc(OC)c(S(=O)(=O)NCc2csc(-c3ccccc3)n2)c1,-2,-13

# A draw from above in order of length of the SMILES, rising:
SMILES,RmlCD inh mix,RT RNaseH block
N#CCCCSc1nnc(-c2ccccn2)o1,2,2
CC(O)CNCc1ccc(-c2ccccc2)cc1 (stereo unspecified),-8,·
O=C(COC(=O)c1cccnc1)c1ccc(Cl)cc1,-12,-6
COc1ccc(C(=O)NCC(=O)OC2CCCCC2=O)cc1 (stereo unspecified),14,-1
CC(C)c1cc(C(=O)Nc2cccc(C(F)(F)F)c2)no1,-130,·
O=C(Cn1cnc2c(nnn2Cc2ccccc2)c1=O)NCC1CCCO1 (stereo unspecified),-16,-1
COc1ccc(OC)c(S(=O)(=O)NCc2csc(-c3ccccc3)n2)c1,-2,-13
Cc1ccc(S(=O)(=O)N=S(CC2CC2(Cl)Cl)CC2CC2(Cl)Cl)cc1 (stereo unspecified),3,·
FC(F)(F)c1cccc(N2CCN(c3ccc4nnc(-c5ccccc5)n4n3)CC2)c1,-9,8
COc1cccc(-n2c(=O)[nH]cc(C(=O)Nc3ccc4c(c3)OCCO4)c2=O)c1,-7,-8
CCOC(=O)C1CCN(S(=O)(=O)c2cccc(-c3cn4cc(Cl)ccc4n3)c2)CC1,10,·
CCOC(=O)N1CCN(S(=O)(=O)c2ccc3[nH]cc(C(=O)O)c(=O)c3c2)CC1,-36,7

# (more compounds)
SMILES,RmlCD inh mix,RT RNaseH block
O=C(O)c1ccc(NS(=O)(=O)c2cccc3nsnc23)cc1,7,-8
CCCS(=O)(=O)N1CCCC(C(=O)NCCCN2CCN(c3cccc(Cl)c3)CC2)C1 (stereo unspecified),·,-12
CCOc1ccc(NC(=O)CCN2CCN(S(=O)(=O)c3ccc(Cl)cc3)CC2)cc1,36,·
O=C(COC(=O)Cc1ccc(S(=O)(=O)N2CCOCC2)s1)NCc1ccc(Cl)cc1,10,·
O=C(CCCn1c(=O)[nH]c2cc(Cl)ccc2c1=O)NC1CCCCCC1,-14,·
COCCCNC(=O)CN(c1ccc(Cl)c(Cl)c1)S(C)(=O)=O,6,-19
COc1ccccc1N1CCN(CC(O)COc2ccc(S(=O)(=O)N3CCOCC3)cc2)CC1 (stereo unspecified),-16,-9
COc1ccc(S(=O)(=O)NC2CC(C)(C)NC(C)(C)C2)c(C)c1C,6,-3
COc1cccc(C2C(C(=O)NCc3ccccc3)=C(C)Nc3ncnn32)c1 (stereo unspecified),-9,-23
Cc1oc(-c2ccccc2F)nc1CS(=O)(=O)CC(=O)NCCCc1ccccc1,-13,-43
CCc1c(C)nc(N)n2c(SCC(=O)N3CCN(c4ccccc4)CC3)nnc12,·,1
Cc1nn(C)c(C)c1S(=O)(=O)N1CCCC(C(=O)NC2CCCCCC2)C1 (stereo unspecified),-12,5
CC(C)(C)c1[nH]nc2c1C(c1ccccc1OC(=O)N1CCOCC1)C(C#N)=C(N)O2 (stereo unspecified),7,-6
CCSc1nnc(NC(=O)c2cccc(OCc3c(C)noc3C)c2)s1,3,-3
Cc1cc(S(=O)(=O)Nc2cccnc2)c(C)s1,7,-5
CCCC(C)NC(=O)c1ccc(C2SCC(=O)N2Cc2ccco2)cc1 (stereo unspecified),-6,·
CN(C)c1ccc(N=Cc2c(O)n(CCC3=CCCCC3)c(=O)[nH]c2=O)cc1,-14,58*
Cc1cc(NC(=O)Cn2cc(C(F)(F)F)cc(Cl)c2=O)no1,-2,-1
Cc1ccsc1C(=O)NNC(=O)Nc1ccc(Cl)c(Cl)c1,1,·
COC(=O)C1=CN(C)C=C(C(=O)OC)C1c1ccccc1Cl,-4,-33
COC(=O)c1ccc(OC(=O)c2ccc(OCc3c(C)noc3C)c(OC)c2)cc1,·,17
CC(=O)c1cccc(NC(=O)Nc2cccs2)c1,2,0
CSc1cc(-c2ccccc2)n(Cc2ccccc2Cl)c(=O)c1C#N,-9,·
CC(=O)N1CCN(c2cccc(C)c2C)CC1,-6,-1
CCC(Oc1ccccc1)C(=O)Nc1nc2c(s1)C(=O)CC(C)(C)C2 (stereo unspecified),28,·
COc1ccc(OC(C)C(=O)N2CCc3ccccc3C2)cc1 (stereo unspecified),11,-7
COc1ccc(NC(=O)C2CCN(S(=O)(=O)c3c(C)noc3C)CC2)cc1Cl,-7,·
CCc1ccc(C2CC(=O)NC(SCC(=O)OC(C)C)=C2C#N)cc1 (stereo unspecified),-10,10
CC(=O)Nc1ccc(C2=NN(CC#N)C(=O)SC2)cc1,2,·
Cc1ccc(C)n1CCN1CCN(C(=O)c2ccco2)CC1,-14,-20
CCOC(=O)c1nnn(CC(=O)Nc2ccccc2OC)c1C(=O)OCC,-9,-2
CCOC(=O)N1CCN(C(=O)c2cc(C)no2)CC1,·,-9
NC(=O)COC(=O)CCCc1nc2ccccc2s1,-13,·
CCCCOC(=O)Nc1nc(C)c(C(=O)OCC)s1,-6,·
O=C(/C(=N\O)n1cncn1)c1ccc(Br)cc1Br,·,2
CC(/C(O)=C(\C#N)c1nc2ccccc2n1C)N1C(=O)c2ccccc2C1=O (stereo unspecified),7,6
CCn1cc(/C=N/NC(=O)c2ccc3c(c2)OCO3)c(C)n1,7,·
Cc1cc(C)cc(-n2c3nc4ccccc4nc3c3c(=O)n(Cc4ccco4)cnc32)c1,7,28
O=C(/C=C/Nc1cccc([N+](=O)[O-])c1)c1ccco1,-11,·
CCC(C(=O)NC1CCCCC1)n1c(SCc2ccccc2F)nc2ccncc21 (stereo unspecified),-13,·
O=C1CC(N2CCN(c3ccccc3F)CC2)C(=O)N1c1ccc2c(c1)OCCO2 (stereo unspecified),-6,5
O=C1c2ccccc2C(=O)N1CCSc1nnc(-c2ccco2)n1Cc1ccccc1,-10,-44
CCCc1nc2ccccc2c(=O)n1-c1c(C)n(C)n(-c2ccccc2)c1=O,-16,-5
CCOC(=O)c1ccc(N/C=C2/CCCC(C)C2=O)cc1 (stereo unspecified),-10,·
CN(C)c1ccc(Nc2nc(-c3cccnc3)cs2)cc1,5,0
CCCCCC(=O)Nc1c(-c2ccc(OC)cc2)c(=O)c2ccccc2n1C,-2,·
O=C(O)c1ccc(CSc2nnc(-c3ccco3)o2)cc1,5,-7
Cc1ccc2nc(Nc3ccccc3)c(/C=N/O)c(=O)n2c1,7,-30
c1cn(CC2(Cn3ccnc3)COC2)cn1,7,-8
Cc1cc(Cl)ccc1OCC(=O)N1CC(C)CC(C)C1 (stereo unspecified),-11,-23
C=C1CCN([C@@H](CC(C)C)C(=O)NCc2ccc(Cl)c(Cl)c2)S(=O)(=O)c2ccccc21,-10,·
Cc1nc2ccc(C(=O)N3CCSCC3)cc2s1,6,-9
CC(C)c1ccc2c(c1)c(SC(C)(C)C)c(CC(C)(C)C(=O)O)n2Cc1ccc(Cl)cc1,-12,·
